High-throughput results: PubChem, National Center for Advancing Translational Sciences (NCATS)
PI5P4Ka inh: inhibitors of human PI5P4K alpha; P48426; AID 652105; 330,000 tested, 1.2% active; PI5P4Kalpha enzyme, ADP-Glo luminescence, 60 min; stronger effect = lower value; max response, %; active = max response of -50% or lower; inconclusive = between -30% and -50%; inactive = -30% or higher; also: value at the top dose of about 77 µM; % is scaled to controls: 0 for no effect and ±100 for the full control effect
Target sequence (P48426 whole entry, looked up): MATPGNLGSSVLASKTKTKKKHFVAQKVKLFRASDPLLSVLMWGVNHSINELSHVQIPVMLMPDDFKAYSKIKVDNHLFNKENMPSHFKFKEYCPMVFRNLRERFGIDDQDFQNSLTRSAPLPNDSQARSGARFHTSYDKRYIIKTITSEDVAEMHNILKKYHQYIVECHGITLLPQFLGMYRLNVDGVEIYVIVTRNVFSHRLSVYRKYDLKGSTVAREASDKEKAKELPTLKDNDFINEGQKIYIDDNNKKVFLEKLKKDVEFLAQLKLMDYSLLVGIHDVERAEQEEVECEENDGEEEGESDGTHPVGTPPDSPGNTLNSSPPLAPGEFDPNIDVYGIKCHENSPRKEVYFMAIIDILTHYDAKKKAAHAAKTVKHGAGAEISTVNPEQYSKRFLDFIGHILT
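Compounds were pin-transferred onto PI5P4Kalpha and substrate in HEPES pH 7.4 buffer with EGTA, CHAPS and 5% DMSO. ATP (5 microM final) started the reaction, which ran 60 minutes at room temperature before ADP-Glo detection.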
PLK1 PBD inh: inhibitors of human PLK1 polo-box domain binding. Potency, µM, for inactives: max response, negative = inhibition, hits mostly inhibitors. Plk1 PBD binding of FITC phosphopeptide, fluorescence polarization. 360,000 tested, 2.8% active. P53350; also: potency is read from the fitted curve at half-maximal effect; series mostly up to about 57 µM; % is scaled to controls: 0 for no effect and ±100 for the full control effect; nearly all actives have a fitted effect of over 65% in size
GLP-1R inv ag: inverse agonists of human GLP-1 receptor. HEK293 GLP-1R CRE-luciferase, luminescence, 24 h; GLP-1R form is constitutively active. Potency, µM (titrated, usually from 38.3 µM), without a hit: at the top dose activity change, negative = inhibition, actives largely listed as inhibitors. 410,000 tested, 1.6% active. AID 624417; also: potency is read from the fitted curve at half-maximal effect; % is scaled to controls: 0 for no effect and ±100 for the full control effect; nearly all actives have a fitted effect of over 55% in size
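Cells are plated, allowed 12 hours at 37 deg C, then treated with compounds for 24 hr before luciferase detection reagent is added and luminescence is read after 12 min at room temperature. The HEK293 line carries constitutively active GLP-1R with a cAMP-responsive reporter.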
EPAC1 antagonist: EPAC1 (human) antagonism | O95398 | EPAC1 GEF assay, Rap1b-BODIPY-GDP exchange fluorescence | Potency, µM (doses to about 115 µM), for the others: at the top dose activity change, negative = inhibition, actives largely listed as inhibitors | 360,000 tested, 0.14% active | AID 720709;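 also: potency is read from the fitted curve at half-maximal effect; plate controls were vehicle for no effect and positive control for full effect; nearly all actives have a fitted effect of over 50% in size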
PTHR1 agonist: agonists of human PTHR1 parathyroid hormone receptor; AID 743266; Potency, µM (doses to about 115 µM), inactives show at the highest dose activation, usual class: activators; HEK293 GP2 PTHR1 cells, GloSensor cAMP luminescence, 1 h; Q03431; 410,000 tested, 0.075% active; also: potency is read from the fitted curve at half-maximal effect; nearly all actives have a fitted effect of over 55% in size; some results filed as inactive show a strong effect at the top dose; inactives centre near -15; many of its hits are not listed in these tables
Target sequence (Q03431 whole entry, looked up): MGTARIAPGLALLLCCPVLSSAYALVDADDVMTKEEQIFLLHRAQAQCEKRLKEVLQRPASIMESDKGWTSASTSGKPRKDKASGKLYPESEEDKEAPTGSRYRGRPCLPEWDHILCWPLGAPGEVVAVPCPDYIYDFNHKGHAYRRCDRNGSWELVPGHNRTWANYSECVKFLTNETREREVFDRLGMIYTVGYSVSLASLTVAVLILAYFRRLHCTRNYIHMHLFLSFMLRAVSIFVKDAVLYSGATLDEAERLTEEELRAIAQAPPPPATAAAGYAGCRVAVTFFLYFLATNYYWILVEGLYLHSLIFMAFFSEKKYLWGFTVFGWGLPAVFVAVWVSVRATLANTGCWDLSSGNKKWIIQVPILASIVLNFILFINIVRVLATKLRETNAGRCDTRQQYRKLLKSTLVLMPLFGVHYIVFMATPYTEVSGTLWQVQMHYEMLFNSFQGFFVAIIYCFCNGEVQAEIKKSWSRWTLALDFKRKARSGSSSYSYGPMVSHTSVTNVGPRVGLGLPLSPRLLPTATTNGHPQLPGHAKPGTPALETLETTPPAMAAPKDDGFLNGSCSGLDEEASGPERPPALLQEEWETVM
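HEK-293-derived GP2 cells expressing PTHR1 and a GloSensor cAMP reporter, 3,000/well, plated overnight, given luciferin plus IBMX (each 0.5 mM as added) for 1 h at 37 °C, then compound for 1 h at 37 °C. Luminescence was read after 15 min at room temperature.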
GLP1R ag: GLP-1 receptor (human) agonism | AID 624172 | HEK293 GLP-1R CRE-luciferase, luminescence, 4-6 h; cells express a hypersensitive GLP-1R form | 380,000 tested, 0.007% active | P43220 | Potency, µM (series often up to 45.6 µM), without a hit: at the top dose activation, hits mostly activators; also: potency is read from the fitted curve at half-maximal effect; % of control where 0% means no effect
EPAC1 ag: agonists of human EPAC1; 360,000 tested, 0.073% active; EPAC1 agonist qHTS, biochemical assay; response scale: 100% = response to 6.5 mM cAMP; Potency, µM (highest dose often 154 µM), for the others: at the top dose activation, actives largely listed as activators; O95398; also: potency is read from the fitted curve at half-maximal effect; nearly all actives have a fitted effect of over 60% in size
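Normalized to 6.5 mM cAMP, activity reflects EPAC1-catalysed release of BODIPY-GDP from Rap1B, followed kinetically over 30 min at 480 nm excitation, 540 nm emission. Reaction contained 100 nM EPAC1, 250 nM Rap1B-BODIPY-GDP, 50 uM GDP.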
IL-2 act: IL-2 activation. IL-2 activation reporter assay, cell-based qHTS; stimulated with anti-CD3/CD4/CD28 beads; in transgenic mouse T cells. activation, % (series mostly up to about 46 µM). 360,000 tested, 0.065% active; in the data active = activation above about 50%; inconclusive = mostly about 30% to 49%; also: 0% is about no effect
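Screening format: compound pinned onto unstimulated transgenic mouse T cells, 60 min incubation, then anti-CD3/anti-CD4/anti-CD28 bead stimulation for 18 hours at 37 degrees C, followed by EGFP and DsRed detection.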
GLP1R cytotox: cytotoxic in the GLP-1 receptor inverse agonist counter-screen; 410,000 tested, 0.13% active; Potency, µM (top dose mostly 38.3 µM), for inactives: at the top dose activity change, negative = inhibition, usual class: inhibitors; AID 624418; HEK293 cAMP-luciferase reporter cells, luminescence, 24 h;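 also: loss of luciferase light is scored as toxicity; potency is read from the fitted curve at half-maximal effect; % is scaled to controls: 0 for no effect and ±100 for the full control effect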
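Luminescence readout: signal drop marks cytotoxicity. Plated cells grew 12 h at 37 °C, 5% CO2, received 23 nL compound for 24 h, then got luciferase reagent, read after 12 min at RT.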
* marks the source's active call; other numbers are inactive results; i = inactive; ? = inconclusive; . = no result given; & = joins results of further samples; [ ] = remark or other dose. Unless noted, calls follow the shape of the dose curve; as a rule, active = well fitted curve in the direction sought with a large enough effect; inconclusive = small, poorly fitted or top-dose-only effect, or another doubt; inactive = no such curve, though single readings can be large; an effect the other way counts as inactive or inconclusive.

canonical_smiles | PI5P4Ka inh | PLK1 PBD inh | GLP-1R inv ag | EPAC1 antagonist | PTHR1 agonist | GLP1R ag | EPAC1 ag | IL-2 act | GLP1R cytotox
Cc1ccccc1NC(=O)c1ccc(S(=O)(=O)N2CCCC2)cc1 | -3 | 2% | -25% | 9% | -9% | 9% | -5% | 0.9 | 0%
CC(=O)N(C)c1ccc(NC(=O)c2ccccc2C(=O)O)cc1 | . | -1% | 4% | 1% | i | -3% | -4% | -2.5 | -14%
CC1(C)CC(NC(=O)CCc2ccccc2)CC(C)(C)N1 | 6 | -12% | -6% | 12% | 17%[57.5 µM] | -10% | -3% | 1.4 | 6%
CSCCC(NC(=O)COc1ccccc1)C(=O)OCc1ccc([N+](=O)[O-])cc1 (stereo not drawn) | -6 | -12% | -4% | -17% | -2% | 9% | 12% | -5.4 | -12%
Cc1cccc(OCc2nnc(SCC(=O)N3c4ccccc4Sc4ccc(Cl)cc43)o2)c1 | 7 | -11% | ? | -8% | -28% | -4% | 13% | -0.3 | -11%
Nc1ncc2c(n1)-c1ccoc1CC2 | -4 | -1% | 7% | -19% | i | 3% | 10% | 3.8 | 0%
O=C(c1ccc(N2CCCC2=O)cc1)N1CCN(c2ccccc2O)CC1 | -7 | -5% | 21% | -5% | -78%[inhibitor] | 8% | 1% | 0.2 | -6%
Cc1cc(-c2nnc(CCC(=O)N(C)Cc3cccc4ccccc34)o2)no1 | 4 | 1% | 7% | 0% | i | 11% | 1% | -0.4 | 4%
C(=N\NC1=Nc2cccc3cccc1c23)/c1ccccn1 | 2 | 8% | ? | -20% | -33%[inhibitor] | -4% | 8% | -0.9 | ?
C[C@H]1CN([C@@H](C)CO)C(=O)Cc2cc(NC(=O)CCC(F)(F)F)ccc2O[C@H]1CN(C)S(=O)(=O)c1ccc(F)cc1 | 0 | -18% | ? | -5% | -13% | -3% | -13% | 0.8 | -23%
CN(C)C1(CNC(=O)C2CCN(S(=O)(=O)c3ccccc3C(F)(F)F)CC2)CCCCC1 | -5 | 3% | ? | 4% | i | -6% | -5% | -2.7 | 15%
CCOC(=O)C(Cc1ccccc1)NC(=O)CCc1c(C)nc2c(c(C)nn2-c2ccc(C)c(C)c2)c1C (stereo not drawn) | . | . | 3% | . | 11% | -1% | . | . | 1%
CC(C)OC1(c2ccccc2)OC(=O)c2ccccc21 (stereo not drawn) | 1 | -4% | ? | -16% | -7% | 4% | -4% | -1.7 | 0%
COC(=O)CCC(=O)OC1(C)C(=O)C=C2C=C(C3CC3)N(C(CO)CO)C=C2C1=O (stereo not drawn) | -1 | -15% | 29% | -11% | -23% | -3% | 2% | 3.6 | 0%
CC1=C(C(=O)OC(C)C)C(c2cccs2)C(C(=O)OC(C)C)=C(C)N1 | 28 | -1% | ? | ? | -18% | 19% | 2% | -3.6 | 0%
Nc1nc2nc(-c3ccc(Cl)cc3)cc(C(F)(F)F)n2n1 | . | -6% | 21%&0% | 2% | -5% | 2%&7% | 0% | -1.3 | 86%&135%[activator]
COc1ccc(/C=C2\CN(Cc3ccccc3)C/C(=C\c3ccc(OC)c(O)c3)C2=O)cc1O | -14 | -16% | 8.9µM* | ? | -92%[inhibitor] | -9% | 10% | -5.4 | ?
COC(=O)c1cc(S(=O)(=O)NCc2ccc(S(N)(=O)=O)cc2)oc1C | -1 | 9% | 1% | 6% | ? | 10% | 5% | -0.1 | 20%
O=C(Cc1ccccc1)Nc1scc(-c2ccccc2)c1C(=O)N1CCOCC1 | -12 | -12% | ? | -11% | i | 10% | 5% | -2.2 | 10%
CCC(CC)C(=O)Nc1cccc(C(=O)Nc2ccc(OC)cc2[N+](=O)[O-])c1 | . | -6% | 0% | 6% | i | -12% | 6% | -1.4 | -1%
CCNC(=O)C1CCCN(C(=O)Cc2cccs2)CC1 (stereo not drawn) | -2 | -5% | 2% | -2% | i | -4% | -10% | 0.5 | -9%
CC1CC1c1ccc(/C=C(\C#N)C(=O)Nc2ccc(Cl)cc2)o1 (stereo not drawn) | 2 | -2% | -24% | 10% | -40%[inhibitor] | 2% | 100µM* | -4.6 | -5%
COc1ccc(NC(C)=O)cc1S(=O)(=O)N1CCc2ccccc21 | -3 | 2% | 45%[activator] | 7% | i | 3% | -8% | 0.0 | -11%
COc1ccc(Cl)cc1N(CC(=O)N(C)C)S(=O)(=O)c1ccc(C)c([N+](=O)[O-])c1 | -19 | 0% | 15% | -8% | -2% | -3% | 5% | -2.8 | ?
NS(=O)(=O)c1cc(C2(O)NC(=O)c3ccccc32)ccc1Cl (stereo not drawn) | 2 | -12% | -7% | 7% | -20% | 11% | -18% | -0.3 | -3%
O=C(c1ccco1)N1CCN(S(=O)(=O)c2ccccc2[N+](=O)[O-])CC1 | -13 | 30µM* | -6% | -5% | i | 7% | 5% | -1.0 | 5%
Cc1ccccc1-c1cc2nc(NCCN3CCCC3)n(C)c(=O)c2s1 | -1 | -11% | -26% | -10% | 8% | 13% | 3% | 0.0 | 2%
CCCn1c(=O)c(C(=O)Nc2c(C)n(C)n(-c3ccccc3)c2=O)c(O)c2ccccc21 | -3 | ? | 17% | 9% | i | -11% | 8% | 26 | -9%
O=C(/C=C/c1ccc(Cl)cc1)Nc1nccs1 | -3 | -9% | -1% | -17% | -37%[inhibitor] | -5% | -2% | -2.2 | 4%
CNc1nc(NCCCN2CCCC2=O)c2sccc2n1 | 0 | -4% | -3% | -1% | -12% | 5% | 9% | 0.6 | 5%
CC(=O)Nc1ccccc1OCc1nnc(-c2cccs2)o1 | -10 | -11% | 6% | 0% | -3%[57.5 µM] | -6% | 3% | -4.0 | 51%[activator]
O=C(O)c1ccc(Cl)c(S(=O)(=O)NC(Cc2c[nH]c3ccccc23)C(=O)O)c1 (stereo not drawn) | -8 | -16% | -5% | -7% | i | -3% | 3% | -0.7 | 3%
CCOC(=O)C(=O)Nc1ccccc1C(=O)OCC | -11 | -10% | 19% | -10% | i | 0% | 1% | 4.5 | 5%
COc1cc(/C=C2/C(=O)NN(c3ccc(F)cc3)C2=O)cc(Cl)c1O | ? | 30µM* | ? | -29% | -5% | 3% | 8% | 0.0 | ?
CCOC(=O)[C@H]1[C@H]2COc3cc(OC)ccc3[C@@H]2N2C(=O)CN(Cc3ccco3)C(=O)[C@@]12C | -28 | -19% | 12% | -6% | 5% | 3% | -1% | -0.1 | 11%
Cc1cc(C)n(CCCNC(=O)c2cc(COc3ccc(C)c(C)c3)on2)n1 | 4 | 5% | -23% | 4% | -10% | 13% | -8% | 0.3 | 12%
Cn1nnnc1SCCOc1ccc(C#N)cc1 | -7 | -2% | 1% | 14% | -4%[57.5 µM] | -3% | 3% | -3.9 | -17%
Nc1nc(SCc2ccccc2)c2[nH]cnc2n1 | -6 | -5% | 33%[activator] | 2% | -7% | 19% | 9% | -0.3 | 7%
COc1ccc(-n2c(-c3cnccn3)n[nH]c2=S)cc1 | . | -6% | -5% | 7% | i | -12% | 11% | 0.5 | 0%
Cc1ccccc1Nc1nc(Cl)c(C=O)s1 | -1 | -8% | -4% | 13% | ? | -1% | 9% | -0.1 | 1%
CC1(C)CCc2nc(SCc3ccccc3)c(C#N)cc2C1 | . | -8% | 0% | -10% | -6%[57.5 µM] | 3% | 5% | -0.6 | -11%
COc1ccc(NC(=O)CCCn2c(=O)[nH]c3ccccc3c2=O)cc1 | -1 | -3% | 13% | -10% | -15% | 0% | 3% | -1.0 | -2%
Cc1ccc(C(=O)OCCc2sc[n+](Cc3ccccc3)c2C)cc1 | 2 | -8% | 8% | 7% | i | 1% | 9% | -2.8 | -4%
CCCCCCN1C[C@H](O)[C@@H](n2cc(COC(=O)c3ccccc3)nn2)C[C@@H]1c1ccc(C)cc1 | 5 | -12% | ? | -28% | -33% | 4% | -18% | -2.4 | 11%
Cn1c(-c2ccccc2)cnc1SCC(=O)N1CCCc2ccccc21 | 5 | -2% | ? | 6% | -13% | 0% | -3% | -0.7 | 0%
COc1ccc(NC(=O)Nc2ccc3c(c2)CC(=O)N([C@H](C)CO)C[C@@H](C)[C@H](CN(C)C(=O)Nc2ccccc2)O3)cc1 | -1 | -18% | 8% | -27% | 13% | -4% | -7% | 0.7 | 11%
O=C(NC(Cc1ccccc1)C(=O)O)/C(=C\c1ccc(F)cc1)NC(=O)c1ccco1 (stereo not drawn) | 0 | 0% | 13% | 10% | i | -1% | -1% | 0.1 | 12%
Cn1c(CN2CCCC2)nc2cc(NC(=O)c3ccc(Cl)cc3)ccc21 | -3 | -3% | -11%[7.66 µM] | -1% | -27% | 3% | -2% | 3.0 | -3%[7.66 µM]
COc1cccc(OC)c1C(=O)Nc1nnc(-c2ccc(F)cc2)s1 | -1 | -3% | 9% | 1% | i | -3% | 14% | 0.2 | -8%
COc1ccc(NC(=O)Nc2cc(C(C)(C)C)on2)cc1OC | 7 | 1% | 7% | -7% | i | 12% | -4% | 0.8 | 0%
Cc1ccc(OCCCC(=O)Nc2ccc(S(=O)(=O)Nc3cc(C)nc(C)n3)cc2)cc1 | -22 | -19% | 1% | 21% | -18% | -2% | -8% | 0.0 | 18%
Cc1cccc(N(CC(=O)N2CCN(c3ccc(F)cc3)CC2)S(C)(=O)=O)c1C | 4 | -12% | -24% | -8% | -1% | 7% | 4% | 1.2 | -4%

Only part of the results is shown. The share of hits here may be higher or lower than overall.
